Screening results: PubChem, several laboratories
hDAT+cocaine – changed human dopamine transporter uptake under cocaine IC80 | actives 1.3% (n = 110,000) | AID 449768 | Q01959 | B-score at 10 µM | LLC-PK1 hDAT cells, [14C]-dopamine uptake with cocaine IC80; actives deviate in either direction;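 active = Z score or B-score, a plate-position-corrected score, falls beyond the plate's 99.7% confidence bounds, in either direction; inactive = both scores lie inside the 99.7% bounds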;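 note: scored against the spread of the other compound wells on the same plate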
Target sequence (Q01959 whole entry, looked up): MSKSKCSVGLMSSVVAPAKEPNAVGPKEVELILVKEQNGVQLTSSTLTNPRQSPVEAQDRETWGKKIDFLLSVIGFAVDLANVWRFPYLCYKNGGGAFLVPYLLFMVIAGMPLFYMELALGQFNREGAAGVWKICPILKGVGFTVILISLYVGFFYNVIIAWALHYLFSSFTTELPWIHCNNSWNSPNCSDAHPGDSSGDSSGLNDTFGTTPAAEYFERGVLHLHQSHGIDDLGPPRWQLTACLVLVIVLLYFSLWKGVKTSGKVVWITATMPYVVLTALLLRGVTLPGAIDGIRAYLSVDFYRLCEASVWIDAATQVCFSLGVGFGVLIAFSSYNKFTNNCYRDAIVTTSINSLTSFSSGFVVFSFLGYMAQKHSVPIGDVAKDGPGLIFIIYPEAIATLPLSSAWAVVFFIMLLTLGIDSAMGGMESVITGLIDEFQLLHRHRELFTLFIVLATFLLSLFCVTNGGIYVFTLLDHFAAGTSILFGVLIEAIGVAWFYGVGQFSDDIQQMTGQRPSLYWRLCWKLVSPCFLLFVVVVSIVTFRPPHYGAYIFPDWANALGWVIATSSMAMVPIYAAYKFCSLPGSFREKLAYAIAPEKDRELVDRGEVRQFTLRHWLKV
H69AR growth 86K – blocks growth of human H69AR lung tumor cells; H69AR lung tumor viability, ATP luminescence, 72 h; stronger effect = lower value; viability, % at 10 µM; actives 6% (n = 85,000);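 active = viability at or below 40%; inactive = viability above 40%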;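 note: multidrug resistant small cell line overexpressing MRP-1 efflux transporter; 100% = mean luminescence of untreated control wells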
HUVEC prolif 384 – inhibitors of human endothelial cell proliferation. actives 1.1% (n = 86,000). viability, % at 10 µM (by protocol). AID 648. HUVEC proliferation, CellTiter-Glo luminescence, 72 h; stronger effect = lower value;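 active = viability at or below 30%; inactive = viability above 30%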;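 note: 100% = median luminescence of DMSO-only cell control wells on each plate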
PostGolgi ctrl – yeast control strain growth, post-Golgi counter-screen | inhibition, % at 10 µM | AID 738 | actives 5% (n = 98,000) | efflux-deficient yeast background strain, growth absorbance A615, 16 h
S1P2 antag – S1P2 (human) receptor antagonism. actives 0.21% (n = 97,000). O95136. cell-based S1P2 antagonist assay, inhibition at 5 uM. inhibition, % at 5 µM; in the data active = inhibition above about 45%;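 note: CRE beta-lactamase reporter cells expressing human S1P2 stimulated with S1P; 0% = agonist at EC80 alone and 100% = agonist plus reference antagonist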
Target sequence (O95136 whole entry, looked up): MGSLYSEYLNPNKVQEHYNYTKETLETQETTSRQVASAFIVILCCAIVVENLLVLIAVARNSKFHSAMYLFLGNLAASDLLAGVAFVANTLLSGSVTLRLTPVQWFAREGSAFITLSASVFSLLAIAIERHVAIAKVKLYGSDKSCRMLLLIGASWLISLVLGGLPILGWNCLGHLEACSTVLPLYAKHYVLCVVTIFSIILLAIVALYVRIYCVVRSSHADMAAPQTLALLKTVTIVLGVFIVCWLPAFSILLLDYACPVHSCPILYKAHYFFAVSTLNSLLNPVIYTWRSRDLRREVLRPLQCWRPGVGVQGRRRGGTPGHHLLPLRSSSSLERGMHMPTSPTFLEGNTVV
S1P2 agonist – agonists of human S1P2 receptor; S1P2-expressing cell line, agonist reporter read-out; activation, % at 4.5 µM; actives 0.46% (n = 97,000); AID 729; in the data active = activation above about 16%;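 note: 0% = vehicle low control and 100% = maximal reference agonist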
PostGolgi yeast – growth inhibition of a yeast mutant, post-Golgi transport screen; post-Golgi transport phenotypic cell assay; inhibition, % at 10 µM; actives 0.9% (n = 98,000); AID 739;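 note: yeast cells grown in 1536-well plates; yeast grown about 18 h at 30C before absorbance read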
E coli WT exp – E. coli BW25113 growth inhibition, expanded screen; OD600 absorbance; growth inhibition, % at 100 µM; actives 0.15% (n = 98,000); AID 710;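 active = growth inhibition above about 50% at one test dose, limit read from the data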;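 note: growth measured after 20 h incubation at 37 °C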
Fibroblast inh – blocks proliferation of human lung fibroblasts; viability, % at 10 µM; AID 719; actives 1.1% (n = 85,000); LL 47 human lung fibroblast viability, ATP luminescence; stronger effect = lower value;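 active = viability at or below 50% in the single dose screen; inactive = viability above 50%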;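 note: compound exposure lasted 72 h before the ATP readout; 100% = median luminescence of untreated cell-only wells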
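material = human LL 47 lung fibroblast cells | dosing = compounds added from tenfold dosing solution, 0.1% DMSO final | timing = overnight cell rest, 72 h compound treatment at 37 °C | measured by = CellTiter-Glo luminescence measuring cellular ATP | evaluation = % viability versus median cells-only luminescence | control set = cell-only wells, no compound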
Starred values were filed as active, the others as inactive; / = not tested or not shown. Cut-off read from the data, not from the text of the source, unless noted: active = inhibition above about 30%; inactive = the rest. Some of the compounds tested (hit frequency here may not be typical).

SMILES	hDAT+cocaine	H69AR growth 86K	HUVEC prolif 384	PostGolgi ctrl	S1P2 antag	S1P2 agonist	PostGolgi yeast	E coli WT exp	Fibroblast inh
CC(C)Oc1cccc(NC(=O)c2cccn(Cc3ccc4c(c3)OC(F)(F)O4)c2=O)c1	2.2	/	/	19	11	-4	0	-11	/
COCc1c(CN)cnc(C)c1N	-1.1	93	86	4	13	-7	6	-5	87
COc1ccc(CCN(C)Cc2ccncc2)cc1OC	-1.4	81	95	25	6	-5	-4	6	100
OCCOCC#CCN1CCOCC1	/	98	107	11	-6	-8	21	-3	108
COCCNP(=O)(c1ccccc1)c1nc2ccccc2s1 (stereo not drawn)	/	/	/	3	23	1	8	3	/
Cc1cccc(-n2c(CN3C(=O)c4ccccc4C3=O)nc3ccccc3c2=O)n1	-0.74	92	106	/	6	-2	/	/	105
CCOC(=O)N(CC)c1ccc(C(O)(C(=O)OC)C(F)(F)F)cc1 (stereo not drawn)	-1.3	107	100	3	-12	2	2	0	96
CCn1ncc(/C=C2/CC3C4CC=C5CC(O)CCC5(C)C4CCC3(C)C2=O)c1C (stereo not drawn)	/	93	101	/	-5	-6	/	/	106
O=c1[nH]c(O)c(C=NC2CCN(Cc3ccccc3)CC2)c(=O)[nH]1	0.049	98	86	/	19	-7	/	/	89
COc1ccc(-n2c(SC)nc3ccccc3c2=O)cc1	-1.4	94	96	18	-7	-5	-13	-13	96
COCCCn1c(N)c(C(=O)Nc2sc3c(c2C(=O)OC)CCCC3)c2nc3ccccc3nc21	1.5	57	98	2	-2	-3	10	-1	92
O=C(NCC(c1cccnc1)N1CCN(c2ccc(F)cc2)CC1)Oc1ccccc1 (stereo not drawn)	0.91	92	113	/	-2	-7	/	/	104
Cc1ccc(C(=O)C2CN3CCC2CC3)cc1 (stereo not drawn)	-0.00094	95	93	-3	8	-3	0	4	96
CC1=NN(c2ccccc2)C(=O)C1/C=C1\C(=O)NC(=O)N(c2ccc(C)c(C)c2)C1=O (stereo not drawn)	/	82	80	27	-21	-3	4	-10	93
COc1ccccc1N1CCN(Cc2ccc(Br)s2)CC1	-0.25	94	120	4	/	/	-5	9	95
Cc1ccc2ccccc2c1NC(=O)CNC1CCCCC1	0.45	98	104	7	20	-4	3	4	97
COc1ccc(OCC(=O)N2CCN(C(C)C)CC2)cc1	1	94	92	/	-18	-3	/	/	99
CCN1CCN(C(=O)COc2ccc(S(=O)(=O)N(C)Cc3ccccc3)cc2)CC1	-0.28	89	92	12	9	-6	0	1	94
CC[n+]1c(/C=C/N(C)c2ccccc2)sc2ccc(Cl)cc21	-0.27	/	/	-1	16	-7	16	21	/
CN1CCN(c2ccc(N)c(N3CCN(C)CC3)c2)CC1	0.022	99	95	-2	12	-6	-1	-1	96
Cc1cc(OCC(=O)NC2CCS(=O)(=O)C2)c2c3c(c(=O)oc2c1)CCC3 (stereo not drawn)	0.18	92	97	2	/	/	8	-3	102
Cc1ccc(-c2nc3ccccc3c(=O)n2-n2cccc2)cc1	0.22	89	91	2	-2	-3	4	-6	/
CCOC(=O)C(O)(c1ccc(NC(=O)NC2CCCCC2)cc1)C(F)(F)F (stereo not drawn)	-0.42	84	97	-2	-8	-3	-7	-7	86
O=c1[nH]c(=O)n(Cc2ccco2)c(O)c1C=NCc1ccc2c(c1)OCO2	0.031	103	92	4	7	-5	-12	5	90
CN1CCC(O)(c2ccccc2)C(C(=O)c2ccccc2)C1 (stereo not drawn)	-1.2	83	90	6	/	/	-5	10	85

Molecules listed so far that contain a CF3 group:
SMILES	hDAT+cocaine	H69AR growth 86K	HUVEC prolif 384	PostGolgi ctrl	S1P2 antag	S1P2 agonist	PostGolgi yeast	E coli WT exp	Fibroblast inh
CCOC(=O)N(CC)c1ccc(C(O)(C(=O)OC)C(F)(F)F)cc1 (stereo not drawn)	-1.3	107	100	3	-12	2	2	0	96
CCOC(=O)C(O)(c1ccc(NC(=O)NC2CCCCC2)cc1)C(F)(F)F (stereo not drawn)	-0.42	84	97	-2	-8	-3	-7	-7	86

New compounds follow.
SMILES	hDAT+cocaine	H69AR growth 86K	HUVEC prolif 384	PostGolgi ctrl	S1P2 antag	S1P2 agonist	PostGolgi yeast	E coli WT exp	Fibroblast inh
CCC(=O)N1CC(=O)Nc2ccc(Cl)cc2C1c1ccc(F)cc1 (stereo not drawn)	-0.55	96	67	12	22	-5	3	-1	86
OC12CCCCC1C(c1ccccc1)NCC2 (stereo not drawn)	-0.0032	99	96	-2	10	-8	-1	4	98
O=P1(NCc2ccco2)COc2ccccc2OC1	-2.3	104	98	9	24	-6	2	0	98
CCOC(=O)C(O)(c1ccc(N(CC)S(=O)(=O)c2ccccc2)cc1)C(F)(F)F (stereo not drawn)	0.35	91	91	39*	3	-7	5	-2	96
CCC1=C(C)C(N2CCOCC2)=NP(N2CCOCC2)(N2CCOCC2)=N1	-1.7	95	98	4	14	-6	11	-9	97
CN(C)CC1CSCCC1(O)c1cccc(Cl)c1 (stereo not drawn)	0.28	92	97	/	-2	-5	/	/	104
Cn1c2ccccc2c2c(C(=O)N3CCC4(CC3)OCCO4)cn(C3CCCC3)c(=O)c21	0.93	43	82	4	-26	-1	33*	11	96
CNP1(NC)=NC(C(F)(F)F)=NC(C(F)(F)F)=N1	0.092	93	94	0	16	-9	-1	7	104
CCCCSP1(=S)NCCCN1	-0.13	86	107	0	/	/	0	-4	103
CCOP(=S)(OCC)SCOC(=O)NCC(=O)OC	-0.085	94	95	5	/	/	-4	2	102
O=C(COc1ccc(Cl)cc1)NC1CN2CCC1CC2 (stereo not drawn)	-0.28	103	95	15	9	-5	-4	6	101
Nc1c(C(=O)OCc2ccccc2)c2nc3ccccc3nc2n1Cc1cccs1	-0.3	43	67	27	-14	1	7	-2	88
Cc1cc(N2C(=O)C3CCCN3C2c2ccc(Cl)c(Cl)c2)no1 (stereo not drawn)	-0.88	86	98	6	-19	-5	-7	-9	98
COc1ccccc1CCNC1CCC(C(C)(C)C)CC1 (stereo not drawn)	-1	/	/	27	-10	2	6	25	/
c1ccc(C2NCc3ccccc3-n3cccc32)cc1 (stereo not drawn)	0.69	95	99	15	1	-3	-10	2	88
C=CCn1c(O)c(C(CC)=NC(C)c2ccccc2)c(=O)[nH]c1=O (stereo not drawn)	-0.08	62	80	40*	-20	1	0	-7	84
c1ccc2c(CNC3CCCCCC3)c[nH]c2c1	0.55	52	99	5	-14	0	-4	14	88
COc1cccc(CN2CCN(C(=O)COc3ccc4ccccc4c3)CC2)c1	2.4*	92	86	20	12	-6	6	-9	113
COc1ccc(CN2CCN(c3ccccc3F)CC2)c(OC)c1	/	79	89	-2	/	/	-10	4	90
CC(=NCCN1CCCCC1)c1c(O)[nH]c(=O)[nH]c1=O	-1.3	96	104	6	-1	-6	15	-13	96
Cc1cccc(CN(C)C)c1OC(=O)N(C)C	-0.011	98	97	-10	-10	-3	-13	-1	101
CCOC(=O)C1=C(C)OC(N)=C(C#N)C12C(=O)N(C)c1ccccc12 (stereo not drawn)	-0.65	101	109	9	25	-1	10	5	107
CCOc1ccccc1-n1c(O)c(C=Nc2c(C)n(C)n(-c3ccccc3)c2=O)c(=O)[nH]c1=O	0.57	94	94	7	7	-3	-4	5	98
Cc1nc2ccc(Cl)cn2c1P(=S)(N1CCOCC1)N1CCOCC1	-0.78	90	94	14	/	/	7	-1	96
CC12CN3CC(C)(CN(C1)C31CCOCC1)C2=O	-0.92	102	100	/	-4	-4	/	/	106
Carrying on:
SMILES	hDAT+cocaine	H69AR growth 86K	HUVEC prolif 384	PostGolgi ctrl	S1P2 antag	S1P2 agonist	PostGolgi yeast	E coli WT exp	Fibroblast inh
CC(/C=N/NC(=O)c1n[nH]c2c1CCC2)=C\c1ccccc1	-0.6	23*	36	5	0	-3	-1	-14	46*
CCn1cc(C(=O)c2ccccc2)c2ccccc21	0.55	85	75	12	4	-4	2	-5	93
CCc1nnc(NC(=O)CCc2nc(C3=CCN(C)CC3)no2)s1	-0.32	74	103	/	5	-1	/	/	100
CC(=O)C1C2c3ccccc3OC1(C)N=c1s/c(=C/c3cn(C)nc3C)c(=O)n12 (stereo not drawn)	-0.38	84	91	9	-13	-2	0	2	104
O=C(Nc1ccc(Cl)cc1C(=O)c1ccccc1)c1ccc(Br)o1	-0.074	/	/	12	-17	-5	2	-3	/
CCOC(=O)N1CCN(C(C)C(=O)c2c[nH]c3ccccc23)CC1 (stereo not drawn)	-1.2	98	96	12	15	0	-4	6	104
O=C(CNC(=O)OCc1ccccc1)Nc1ccc(Br)cc1C(=O)c1ccccc1	-0.8	/	/	37*	15	-4	-3	-8	/
CC1(C)C(c2ccccc2)=NC(c2cccnc2)=[N+]1[O-]	0.27	100	101	-4	/	/	-2	3	96
O=c1cccc2n1CC1CC2CN(C(c2ccccc2)c2sc3ncnn3c2O)C1 (stereo not drawn)	-0.82	98	104	-7	/	/	6	8	97
CC(C)CCNC(=O)c1c(N)n(Cc2ccc3c(c2)OCO3)c2nc3ccccc3nc12	-1	6.1*	15*	5	-98	129*	-7	-17	67

By substructure: the entries above with an NH in an aromatic ring
SMILES	hDAT+cocaine	H69AR growth 86K	HUVEC prolif 384	PostGolgi ctrl	S1P2 antag	S1P2 agonist	PostGolgi yeast	E coli WT exp	Fibroblast inh
O=c1[nH]c(O)c(C=NC2CCN(Cc3ccccc3)CC2)c(=O)[nH]1	0.049	98	86	/	19	-7	/	/	89
O=c1[nH]c(=O)n(Cc2ccco2)c(O)c1C=NCc1ccc2c(c1)OCO2	0.031	103	92	4	7	-5	-12	5	90
C=CCn1c(O)c(C(CC)=NC(C)c2ccccc2)c(=O)[nH]c1=O (stereo not drawn)	-0.08	62	80	40*	-20	1	0	-7	84
c1ccc2c(CNC3CCCCCC3)c[nH]c2c1	0.55	52	99	5	-14	0	-4	14	88
CC(=NCCN1CCCCC1)c1c(O)[nH]c(=O)[nH]c1=O	-1.3	96	104	6	-1	-6	15	-13	96
CCOc1ccccc1-n1c(O)c(C=Nc2c(C)n(C)n(-c3ccccc3)c2=O)c(=O)[nH]c1=O	0.57	94	94	7	7	-3	-4	5	98
CC(/C=N/NC(=O)c1n[nH]c2c1CCC2)=C\c1ccccc1	-0.6	23*	36	5	0	-3	-1	-14	46*
CCOC(=O)N1CCN(C(C)C(=O)c2c[nH]c3ccccc23)CC1 (stereo not drawn)	-1.2	98	96	12	15	0	-4	6	104
